# M1 ag = activates human CHRM1 receptor. P11229. CHO-K1 hM1, Fluo-8 calcium fluorescence, agonist mode; 0% DMSO, 100% acetylcholine EC100. activation, % at 3 µM. 0.33% of 360,000 active;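 active = activation above the run's mean compound activation plus 3 SD, cut at about 16% in these data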;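 note: peak over basal fluorescence ratio within a 140 s kinetic read after compound addition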
# V1R ag counter = activates human V1a receptor in oxytocin agonist counter-screen. P37288. CHO-V1R cells, Fluo-8 calcium fluorescence, agonist mode; 0% DMSO, 100% 3 nM vasopressin. activation, % at 3 µM. 0.25% of 320,000 active. AID 2797;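 active = activation above the mean activation of all tested compounds plus 3 SD, per screening run, cut at about 20% in these data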;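 note: signal is peak over basal fluorescence ratio across a 100 second FLIPR read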
# Target sequence (P37288 whole entry, looked up): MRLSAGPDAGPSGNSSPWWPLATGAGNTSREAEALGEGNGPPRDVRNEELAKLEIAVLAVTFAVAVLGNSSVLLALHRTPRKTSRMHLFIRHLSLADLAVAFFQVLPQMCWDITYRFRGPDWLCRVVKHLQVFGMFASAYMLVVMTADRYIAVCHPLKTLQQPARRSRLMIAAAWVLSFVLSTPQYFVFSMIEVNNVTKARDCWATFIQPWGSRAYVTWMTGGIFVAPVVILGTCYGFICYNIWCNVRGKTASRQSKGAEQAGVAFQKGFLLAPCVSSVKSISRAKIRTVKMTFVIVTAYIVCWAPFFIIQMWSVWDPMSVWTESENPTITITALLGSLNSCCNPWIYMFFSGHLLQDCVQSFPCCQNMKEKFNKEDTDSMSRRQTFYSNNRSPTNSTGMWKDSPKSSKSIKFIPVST
# OXTR potentiator = potentiates the human oxytocin receptor response; 0.061% of 320,000 active; AID 2445; CHO-OTR cells, Fluo-8 calcium fluorescence, potentiator mode; 0% = oxytocin EC15, 100% = EC100; activation, % at 3 µM; P30559;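 active = activation above that plate's cutoff, the mean activation of tested compounds plus 3 SD, cut at about 6.6% in these data, passing the limit was not always enough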;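 note: 100% uses oxytocin at 75 nM as the full agonist control; some results filed as inactive read as strong as hits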
# Target sequence (P30559 whole entry, looked up): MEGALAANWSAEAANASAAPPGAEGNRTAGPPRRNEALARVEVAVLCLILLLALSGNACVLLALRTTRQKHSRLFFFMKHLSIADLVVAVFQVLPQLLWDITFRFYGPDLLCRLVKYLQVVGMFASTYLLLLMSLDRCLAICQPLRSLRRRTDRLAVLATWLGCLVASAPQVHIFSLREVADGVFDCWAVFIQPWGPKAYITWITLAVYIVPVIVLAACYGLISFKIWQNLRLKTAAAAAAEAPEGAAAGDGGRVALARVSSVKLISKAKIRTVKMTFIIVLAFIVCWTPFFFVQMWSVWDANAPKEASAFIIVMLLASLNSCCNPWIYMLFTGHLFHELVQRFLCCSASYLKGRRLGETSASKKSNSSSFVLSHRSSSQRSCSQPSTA
#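 assay system = CHO-OTR cells, human receptor | schedule = compound 6 min at room temperature before oxytocin, 100 s read | detection = Fluo-8 intracellular calcium fluorescence, ex 470-495, em 515-575 nm | evaluation = normalized max/min fluorescence ratio, % activation | control set = EC15 oxytocin alone as 0%, 75 nM oxytocin (EC100) as 100%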
# TAAR1 antagonist = antagonists of human TAAR1 | Q96RJ0 | CHO RD-HGA16 TAAR1, Fluo-8 calcium fluorescence, antagonist | inhibition, % at 3 µM | 1.5% of 360,000 active;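 active = inhibition above a per-plate cutoff, the mean inhibition of test compounds on that plate plus 3 SD, cut at about 49% in these data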;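 note: 0% = DMSO plus EC80 beta-PEA response and 100% = DMSO alone without agonist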
#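 Test system: RD-HGA16 CHO cells with stable hTAAR1 and Gα16 / Probe or stimulus: EC80 β-phenethylamine stimulus / Times: seeding 17-24 h prior, 75-min 37 °C, 30-min RT dye loading / Detection: Fluo-8 calcium-sensitive fluorescence / Read-out basis: % inhibition scaled between DMSO and EC80 PEA controls / Repeats: singlicate, one well per test compound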
# CHRM1 antagonist = blocks human M1 muscarinic receptor. P11229. 1.3% of 360,000 active. inhibition, % at 3 µM. CHO-K1 hM1, Fluo-8 calcium fluorescence, ACh EC80 antagonist;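 active = percent inhibition above its own plate's cutoff, namely the mean of that plate's compound wells plus 3 SD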;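 note: peak over basal fluorescence ratio during 140 s after agonist addition; 0% = ACh EC80 plus DMSO and 100% = DMSO alone without agonist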
# OXTR agonist = activates the human oxytocin receptor. 0.32% of 320,000 active. activation, % at 3 µM. CHO-OTR cells, Fluo-8 calcium fluorescence; normalized: DMSO 0%, oxytocin 100%. P30559. AID 2435;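 active = activation above the mean of all tested compounds plus 3 SD, cutoff set per screening run, cut at about 20% in these data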;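 note: peak over basal fluorescence ratio from a 100 s FLIPR kinetic read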
# CHO parental Ca = signal in parental CHO cells, OX1R antagonist counter-screen. parental CHO-K1, ATP-induced calcium, Fluo-8 fluorescence. inhibition, % at 5.6 µM. 0.63% of 330,000 active;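 active = inhibition above that plate's mean sample inhibition plus 3 SD, cut at about 26% in these data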;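 note: 0% = ATP-challenged DMSO wells and 100% = DMSO wells without ATP; some compounds past the cut are filed as inactive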
#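 test system = CHO parental line | reagent = ATP stimulus | measured by = intracellular calcium via Fluo-8 no-wash fluorescent dye | control set = ATP and no-ATP DMSO wells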
# TAAR1 ag = agonists of human TAAR1; Q96RJ0; CHO RD-HGA16 TAAR1, Fluo-8 calcium fluorescence; vehicle wells 0%, saturating PEA agonist 100%; activation, % at 3 µM; 0.99% of 360,000 active;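 active = activation above the mean activation of all test compounds in the run plus 3 SD, cut at about 38% in these data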
#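 System: CHO-derived RD-HGA16 cells with stable Gα16 and human TAAR1 / Times: 17-24 h plating, Fluo-8 75 min 37 °C, 30 min RT / Technique: calcium-sensitive Fluo-8 signal, excitation 470-495, emission 515-575 nm / Measure: % activation relative to PEA EC100 response / Benchmarks: DMSO and PEA EC100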
# CHRM1 PAM = potentiates human M1 receptor response to acetylcholine. P11229. CHO-K1 hM1, Fluo-8 calcium fluorescence, ACh EC20; 0% = ACh EC20, 100% = maximal ACh. activation, % at 3 µM. 0.088% of 360,000 active; in the data active = activation above about 19%, passing the limit was not always enough
# * hit, by the source's call; / = no result given; & = joins results of further samples.
SMILES,M1 ag,V1R ag counter,OXTR potentiator,TAAR1 antagonist,CHRM1 antagonist,OXTR agonist,CHO parental Ca,TAAR1 ag,CHRM1 PAM
O=c1[nH]c2ccccc2cc1CN(CC1CCCO1)S(=O)(=O)c1ccc(Cl)cc1 (configuration not stated),-4,6.0,-8,10,5,0.6,-32,11,0
CC(/C=C/c1ccccc1F)=N\NC(=O)c1cccc(F)c1,-3,-0.2,-5,12,3,-0.5,-3,4,2
CCc1ccc(C(=O)c2cnc3ccc(OC)cc3c2N2CCN(CC)CC2)cc1,-10,-0.6,-5,-18,-13,-1.2,-30,0,1
CCOc1ccc(S(=O)(=O)n2cnc3ccccc32)cc1,-2,-0.1,-10,5,-2,-0.6,-4,1,2
NC(=O)C1CCN(C2=C(NS(=O)(=O)c3ccc(Br)cc3)C(=O)c3ccccc3C2=O)CC1,-2,1.7,-9,-3,1,0.4,-18,4,-2
Cc1cc(-c2ccccc2)nc2[n+]1CCN2C,-2,-0.1,1,-8,9,0.8,1,5,9
C=CCN1C(=O)c2ccc(C(=O)N3CCN(c4ccccc4OC)CC3)cc2C1=O,-3,-1.2,1,-2,2,-0.5,-25,3,-3
Cc1nn(-c2ccccc2)c(C)c1C(=O)OCC(=O)N1CC(=O)Nc2ccccc21,-3,0.6,-4,-3,7,0.0,-17,5,1
Cc1csc2c(=O)[nH]cnc12,-2,2.4,-1,13,7,0.5,15,6,-6
CSCCOC(=O)COc1ccc(/C=N/NC(=O)c2nn(C)cc2Cl)cc1,-8,0.0,-6,12,1,0.3,5,1,0
COc1ccc(C(=O)C2CCCN(Cc3cccn3-c3ccccn3)C2)c(C)c1 (configuration not stated),-2,8.0,-5,23,15,3.2,-20,12,-24
O=C1[C@@H](Oc2ccccc2)[C@@H](c2cnc3ccccc3c2)N1c1ccccc1,-10,/,/,11,30*,/,-10,-1,-20
COc1ccc(-c2cc(C(=O)N(C)Cc3nc4ccccc4c(=O)[nH]3)c3ccccc3n2)cc1OC,0,11,-1,59*,33*,-1.1,-17,11,-12
CCN(CC(=O)Nc1ccccc1C(=O)Nc1ccccc1)Cc1nc2ccccc2c(=O)[nH]1,-1,-1.2,1,-14,6,-2.4,-12,0,-6
OC1CCNC(=S)N1c1ccccc1 (configuration not stated),-5,-0.5,-5,-30,5,-0.2,2,2,-3
CCCCC(CCC(=O)O)(C(=O)OCC)c1csc(Nc2ccc(OCC)cc2)n1 (configuration not stated),-3,-1.1,0,-25,0,-0.4,-18,-2,5
Cc1cc(C)c(C)c(OCCOCCNCc2ccccc2)c1,-12,9.7,-5,0,1,12,-8,16,-7
CNc1oc(Cc2cccc3ccccc23)nc1C#N,-4,0.1,-3,1,-1,0.3,-20,1,7
CCOC(=O)C1=C(C(F)(F)F)Nc2ncnn2C1c1cccc(OC)c1OC (configuration not stated),-4,0.7,3,3,9,1.0,-9,2,-2
Nc1ccn(CCCNC2CCN(Cc3ccccc3)CC2)c(=O)n1,-9,/,/,-12,-15,/,/,4,3
Cc1noc(C)c1S(=O)(=O)NC(=O)C1(C)CCN1C(=O)C1(c2ccc(Cl)cc2)CCC1 (configuration not stated),-2,/,/,3,-19,/,/,0,8
CC(=O)c1ccc(NC(=O)c2ccccc2-c2ccccc2C(=O)O)cc1,-1,-0.3,-6,-2,-7,0.1,-4,-1,3
O=[N+]([O-])c1ccc(N2CCN(CCO)CC2)cc1Sc1ccccn1,-11,1.1,0,-6,-14,0.5,-9,6,13
Nc1[nH]c2cc([N+](=O)[O-])ccc2c1-c1ccccn1,16,19,-14,69*,27,15,37*,19,-14
COC(=O)CNc1nc(Cl)nc(Nc2ccc(Cl)cc2)n1,-10,0.1,-6,8,-3,-1.1,-8,5,6
# Next part
SMILES,M1 ag,V1R ag counter,OXTR potentiator,TAAR1 antagonist,CHRM1 antagonist,OXTR agonist,CHO parental Ca,TAAR1 ag,CHRM1 PAM
COc1cccc(-c2ccc(C#N)c(SCC(=O)NCc3ccco3)n2)c1,-5,-1.6,-5,11,8,-2.7,2,0,0
CCCCNC(=O)C1Cc2cc(S(=O)(=O)N3CCCCC3)ccc2N1C(C)=O (configuration not stated),-3,0.3,-3,-11,-1,1.3,-10,5,3
NNC(=O)c1ccc(COc2ccc(Br)cc2)o1,0,1.8,-19,7,-5,0.4,-4,0,11
COc1cccc(CNS(=O)(=O)c2ccc3c(c2)CC(C)N3C(=O)C2CC2)c1 (configuration not stated),2,10,-9,2,14,9.0,-13,3,-11
O=C(NCc1cccc(Br)c1)C1CC2Cn3c(nc4ccccc43)C2N1Cc1ccccc1 (configuration not stated),-5,0.9,-4,34,0,1.4,-10,17,0
O=C(NCCCN1CCCC1=O)C1CCN(S(=O)(=O)c2cccc(C(F)(F)F)c2)CC1,-3,-1.2,2,-8,11,-0.7,-13,0,1
O=C(Nc1cc(Cl)ccc1O)C1CC(c2ccccc2O)=NO1 (configuration not stated),0,4.6,-18,14,-5,2.5,-9,1,1
O=C(N/N=C\c1ccccn1)c1ccccc1O,3,1.5,-8,4,-9,1.4,-13,3,4
Cc1nn2c(C(F)(F)F)c3c(nc2c1-c1ccccc1)CCC3,-5,-1.6,-14,20,4,-2.1,-12,17,-5
O=S(=O)(Nc1ccc(Cc2ccncc2)cc1)c1ccc(Cl)c(Cl)c1,-5,8.7,-8,8,52*,8.4,-1,22,-20
COc1cccc(CNC(=O)C2CCN(S(=O)(=O)c3ccc4c(c3)CCC(=O)N4)CC2)c1,-4,-0.3,7,-1,1,1.5,-7,0,1
COc1c2c(nc3occc13)C(CC=C(C)C)(OC)C(OC(C)=O)CC2 (configuration not stated),-4,0.9,-8,4,-15,-2.8,-27,9,-1
COc1ccc2c(c1)-c1nc(NC(=O)c3ccco3)sc1CC2,-8,-1.7,-8,-6,3,-3.0,-22,1,-6
CC1CCC(NC(=O)C2c3ccccc3C(=O)N2Cc2ccc3c(c2)OCO3)CC1 (configuration not stated),0,0.1,-2,-4,-9,-1.6,-10,4,10
COc1ccccc1OCCSc1nnc(C)n1-c1ccccc1,0,0.8,-16,-8,-16,-0.9,-5,2,12
CCOC(=O)c1ccc(NC(=O)CC2C(=O)N(c3ccc(F)cc3)C(=O)N2CCC(C)C)cc1 (configuration not stated),-8,-0.7,-5,13,-2,-0.7,-19,2,-2
O=C(CNC(=O)c1ccc(Cl)cc1)NC(CO)c1ccccc1 (configuration not stated),-4,0.3,4,-12,-7,0.8,-11,1,4
COc1cc2[nH]c3ccccc3c2cc1C,-6,4.8,-1,-3,-10,-0.2,-13,0,1
CC1=CC(C)(C)NC(=S)N1c1ccc2ccccc2c1,-6&-5,1.0,-2,18&8,-15&-13,0.0,-18,-2&2,0&-4
COc1ccc(S(=O)(=O)N2CCN(C(=O)[C@H](Cc3ccccc3)NC(=O)c3ccco3)CC2)cc1,-5,-0.2,-1,-7,4,-1.6,-12,-1,-8
COc1ccccc1-c1noc(CCC(=O)NC2CCCC2)n1,-2,0.7,-3,-3,-5,0.7,-20,7,6
CC(C)n1cnnc1SCC(=O)NCC(=O)Nc1ccc(F)cc1,-2,-0.3,0,-3,-5,0.7,9,4,4
CCOC(=O)N1CCN(Cc2nc3ccc([N+](=O)[O-])cc3c(=O)n2-c2cccc(OC)c2)CC1,-2,-0.9,2,27,30,-1.4,-20,6,-11
COc1ccc(/C(C)=N/NC(=O)c2sccc2-n2cccc2)cc1,-6,-0.8,-16,-38,-7,-2.8,-28,4,6
Cc1ccc(C2CC(=O)c3cnn(-c4nc(C)cc(C)n4)c3C2)cc1 (configuration not stated),-7,1.4,-9,-5,3,-0.1,-17,9,6

# Three entries already listed, arranged by the number in CHRM1 PAM, highest first.
Molecule | CHRM1 PAM
O=C(CNC(=O)c1ccc(Cl)cc1)NC(CO)c1ccccc1 (configuration not stated) | 4
COc1cc2[nH]c3ccccc3c2cc1C | 1
Cc1nn2c(C(F)(F)F)c3c(nc2c1-c1ccccc1)CCC3 | -5

# Ordered by molecular weight (ascending): part of the list above.
SMILES,M1 ag,V1R ag counter,OXTR potentiator,TAAR1 antagonist,CHRM1 antagonist,OXTR agonist,CHO parental Ca,TAAR1 ag,CHRM1 PAM
COc1cccc(-c2ccc(C#N)c(SCC(=O)NCc3ccco3)n2)c1,-5,-1.6,-5,11,8,-2.7,2,0,0
O=S(=O)(Nc1ccc(Cc2ccncc2)cc1)c1ccc(Cl)c(Cl)c1,-5,8.7,-8,8,52*,8.4,-1,22,-20
COc1cccc(CNS(=O)(=O)c2ccc3c(c2)CC(C)N3C(=O)C2CC2)c1 (configuration not stated),2,10,-9,2,14,9.0,-13,3,-11

# Following part.
SMILES,M1 ag,V1R ag counter,OXTR potentiator,TAAR1 antagonist,CHRM1 antagonist,OXTR agonist,CHO parental Ca,TAAR1 ag,CHRM1 PAM
CCN(CC)C(=O)c1nc[nH]c1C(=O)N1CCN(c2ccccc2)CC1,-5,0.1,-1,11,0,0.0,-10,6,1
Cc1cc(C(=O)Cn2nnc(-c3ccc(Cl)cc3)n2)c(C)n1-c1ccccc1,-8,0.7,-3,-24,-3,0.7,-8,3,3
O=C(CSc1nnc(-c2ccccc2Br)o1)Nc1nncs1,-3,1.3,5,-32,8,-0.1,-4,7,-2
Cn1c(=O)c2cc(NC(=O)Cc3cccc4ccccc34)ccc2n1-c1ccccc1,-5,/,/,-20,-7,/,/,1,-2
Cc1c(C)c2ccc(OC(C)C(=O)N3C[C@H]4C[C@@H](C3)c3cccc(=O)n3C4)c(C)c2oc1=O (some centres not stated),-3,0.1,-5,-25,-12,-0.1,-8,1,1
C/C(=N\NC(=O)c1ccc2nc[nH]c2c1)c1ccc([N+](=O)[O-])cc1,/,4.4,-12,/,/,6.3,-4,/,/
CCOc1cc(N2CCOCC2)c(OCC)cc1NC(=O)C1CC(=O)N(c2ccc(C)cc2)C1 (configuration not stated),-2,0.0,2,-12,-8,-0.7,-4,0,12
O=C(C1CCC(CNc2c(N3CCCCC3)c(=O)c2=O)CC1)N1CCCC1 (configuration not stated),-1,0.1,-2,-9,-14,0.4,-9,1,4
COc1ccc(-c2nc(CN3CCN(c4cc(C)nc(C)c4)CC3)c(C)o2)c2ccccc12,-15,-1.7,3,-15,0,-0.7,-22,1,2

# Quoted at random: 2 compounds from above.
SMILES,M1 ag,V1R ag counter,OXTR potentiator,TAAR1 antagonist,CHRM1 antagonist,OXTR agonist,CHO parental Ca,TAAR1 ag,CHRM1 PAM
Cc1cc(C(=O)Cn2nnc(-c3ccc(Cl)cc3)n2)c(C)n1-c1ccccc1,-8,0.7,-3,-24,-3,0.7,-8,3,3
COc1ccc(-c2nc(CN3CCN(c4cc(C)nc(C)c4)CC3)c(C)o2)c2ccccc12,-15,-1.7,3,-15,0,-0.7,-22,1,2
